Screening data as filed in PubChem.
TROY signal inh = inhibitors of TROY-driven NF-kB signaling, primary screen, Q293 LMP1-TROYcd cells, NF-kB luciferase, uHTS. AID 1347056, 2019. 0.98% of 360,000 active. Q293 LMP1-TROYcd NF-kB luciferase reporter, 4 h. inhibition, % at 10 µM;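 active = compounds whose plate-normalised and pattern-corrected inhibition of the luciferase reporter signal at the single screening dose is 50% or more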
NR5A2 inv ag = LRH-1 (NR5A2) inverse agonists, primary screen, cell-based, luminescence, HEK293T, StAR-luciferase reporter | LRH-1 transfected, 24 h | inhibition, % at 3.6 µM | 0.13% of 360,000 active | AID 602396, 2012;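 active = inhibition above the mean inhibition of all tested compounds plus 3 SD, cut at about 73% in these data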;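 note: 0% = DMSO wells and 100% = reporter-only cells lacking LRH-1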
TLR9-MyD88 inh = inhibitors of TLR9-MyD88 association in cells, primary screen, cell-based, CHO, BLA complementation, fluorescence; 0.21% of 340,000 active; Toll-like receptor 9 (Homo sapiens) + Myeloid differentiation primary response protein …; inhibition, % at 4.98 µM; CCF4 FRET ratio;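 active = inhibition above the mean over all tested compounds plus 3 SD, cut at about 21% in these data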;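 note: 0% = DMSO only wells and 100% = clavulanate BLA inhibitor control wells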
SRC1 inh = SRC1 coactivator transcriptional activity inhibitors, primary screen, cell-based, luminescence; 0.12% of 360,000 active; inhibition, % at 3.6 µM; HEK293 GAL4-SRC1 luciferase reporter; Nuclear receptor coactivator 1 (Homo sapiens), Q15788; AID 588354, 2011;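 active = inhibition above the campaign mean plus 3 SD, with each screening campaign given its own cutoff, cut at about 60% in these data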;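 note: 0% = DMSO treated cells and 100% = gossypol at 36 µM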
TWEAK-Fn14 inh = inhibitors of TWEAK-Fn14 signaling, primary screen, luciferase reporter cells, uHTS; inhibition, % at 10 µM; 2% of 360,000 active; TWEAK-stimulated Fn14 reporter cells, luciferase luminescence, 8 h; in the data active = inhibition above about 50%
Granule exo inh = LAMP-1 surface exposure blockers, TALL-104 cells – cell-based, flow cytometry, MLPCN library, primary screen. TALL-104 LAMP-1 surface exposure; cells stimulated with thapsigargin and PMA. inhibition, % at 10 µM. 0.66% of 360,000 active;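 active = inhibition above about 55%, limit read from the data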
NCOA3 inh = SRC3 coactivator transcriptional activity inhibitors, primary screen, cell-based, luminescence; Nuclear receptor coactivator 3 (Homo sapiens), Q9Y6Q9; HEK293 GAL4-SRC3 luciferase reporter; inhibition, % at 3.6 µM; 0.17% of 360,000 active; AID 588352, 2011;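 active = inhibition above a per-campaign cutoff, the mean of all compounds plus 3 SD, cut at about 60% in these data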;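 note: 0% = DMSO-treated cells and 100% = gossypol-treated cells at 36 µM; higher means less SRC3-driven luciferase light from the GAL4 reporter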
SRC2 inh = inhibition of GAL4-SRC2 driven luciferase reporter, primary screen, SRC2 inhibitor project, cell-based, luminescence | Nuclear receptor coactivator 2 (Homo sapiens), Q15596 | HEK293 GAL4-SRC2 luciferase reporter | AID 651957, 2012 | inhibition, % at 9 µM | 0.17% of 370,000 active;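 active = inhibition above the mean inhibition of all tested compounds plus 3 SD, set per campaign, cut at about 52% in these data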;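 note: 0% = DMSO treated cells and 100% = cells given Gossypol at 36 µM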
NR2F2 inh = NR2F2 transcriptional activity inhibitors, primary screen, cell-based, luciferase reporter, HEK293T, luminescence; COUP transcription factor 2 (Homo sapiens), P24468; HEK293T NGFI-A luciferase reporter; inhibition, % at 8.6 µM; 0.7% of 370,000 active; AID 686940, 2013;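 active = inhibition above a per-plate cutoff, mean inhibition of test wells between control levels plus 3 SD, cut at about 38% in these data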;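 note: cells cotransfected with COUP-TFII expression vector driving the NGFI-A reporter; 0% = median of COUP-TF2 test wells and 100% = reporter-only cells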
ABHD5-PLIN5 inh = ABHD5-PLIN5 interaction inhibitors, primary screen, cell lysate, split luciferase complementation, luminescence; Perilipin-5 (Homo sapiens) + 1-acylglycerol-3-phosphate O-acyltransferase ABHD5 (Homo …; Split G. princeps luciferase complementation, 4 h; inhibition, % at 4 µM; 0.78% of 360,000 active; AID 602281, 2012;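 active = inhibition above the mean inhibition across every tested compound plus 3 SD, cut at about 22% in these data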;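 note: 0% = DMSO only wells and the 100% control is not disclosed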
Target sequence (Q00G26 whole entry, looked up): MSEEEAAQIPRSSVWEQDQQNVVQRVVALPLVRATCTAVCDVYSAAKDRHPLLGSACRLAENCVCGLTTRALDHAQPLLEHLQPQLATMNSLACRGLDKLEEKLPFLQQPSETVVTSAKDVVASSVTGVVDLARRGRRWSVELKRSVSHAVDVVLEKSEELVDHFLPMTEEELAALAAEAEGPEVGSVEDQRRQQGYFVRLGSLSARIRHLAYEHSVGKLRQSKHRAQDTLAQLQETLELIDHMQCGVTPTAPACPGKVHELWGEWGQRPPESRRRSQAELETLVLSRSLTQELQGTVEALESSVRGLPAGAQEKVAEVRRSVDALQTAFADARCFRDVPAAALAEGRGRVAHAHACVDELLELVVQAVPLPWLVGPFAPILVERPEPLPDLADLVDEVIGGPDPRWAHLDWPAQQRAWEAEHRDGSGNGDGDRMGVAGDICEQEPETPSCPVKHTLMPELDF
Target sequence (Q8WTS1 whole entry, looked up): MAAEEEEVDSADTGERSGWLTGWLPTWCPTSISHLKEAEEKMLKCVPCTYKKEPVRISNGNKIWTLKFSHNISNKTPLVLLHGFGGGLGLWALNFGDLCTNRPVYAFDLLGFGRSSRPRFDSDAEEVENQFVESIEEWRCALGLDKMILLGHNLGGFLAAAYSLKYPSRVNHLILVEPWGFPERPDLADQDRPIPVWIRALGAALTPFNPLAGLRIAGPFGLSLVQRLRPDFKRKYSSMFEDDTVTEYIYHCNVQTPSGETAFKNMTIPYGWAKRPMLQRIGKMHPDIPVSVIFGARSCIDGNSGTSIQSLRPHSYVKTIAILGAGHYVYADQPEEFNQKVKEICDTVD
NOD2-RIPK2 inh = NOD2-RIPK2 binding disruptors in cells, primary screen, fluorescence, CHO cells, BLA complementation; Receptor-interacting serine/threonine-protein kinase 2 (Homo sapiens), O43353; CCF4 ratio; inhibition, % at 4.98 µM; 0.38% of 360,000 active; in the data active = inhibition above about 21%;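 note: 0% = vehicle only and 100% = reference blocker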
* hit, by the source's call.

What do the screens show for `O=C(c1cccs1)N(Cc1ccco1)C1CCS(=O)(=O)C1` (stereo not given)?
TROY signal inh: -7; NR5A2 inv ag: 9; TLR9-MyD88 inh: -1; SRC1 inh: 13; TWEAK-Fn14 inh: -10; Granule exo inh: 3; NCOA3 inh: 10; SRC2 inh: -9; NR2F2 inh: 11; ABHD5-PLIN5 inh: 3; NOD2-RIPK2 inh: -7

Results for CCOC(=O)c1sc(NC(=O)C2=COCCO2)c(C#N)c1C ?
TROY signal inh: -10; NR5A2 inv ag: 4; TLR9-MyD88 inh: -8; SRC1 inh: -2; TWEAK-Fn14 inh: -13; Granule exo inh: -1; NCOA3 inh: -3; SRC2 inh: -25; NR2F2 inh: -25; ABHD5-PLIN5 inh: -2; NOD2-RIPK2 inh: -8

What do the screens show for `CC(C)(C)OC(=O)NCCCC[C@H](NC(=O)c1nc[nH]c1C(=O)NCC(=O)OCc1ccccc1)C(=O)OC(C)(C)C`?
TROY signal inh: 9; NR5A2 inv ag: 17; TLR9-MyD88 inh: 4; SRC1 inh: -2; TWEAK-Fn14 inh: -1; Granule exo inh: -2; NCOA3 inh: 4; SRC2 inh: -22; NR2F2 inh: 9; ABHD5-PLIN5 inh: 5; NOD2-RIPK2 inh: -9

Results for O=C(O)c1c(-n2cccc2)sc2c1CCCC2 ?
TROY signal inh: 20; NR5A2 inv ag: 12; TLR9-MyD88 inh: -8; SRC1 inh: -17; TWEAK-Fn14 inh: 15; Granule exo inh: 15; NCOA3 inh: 3; SRC2 inh: -6; NR2F2 inh: 0; ABHD5-PLIN5 inh: 3; NOD2-RIPK2 inh: -3

How did CN(C)S(=O)(=O)c1ccc(Cl)c(C(=O)OCC(=O)c2ccco2)c1 do in these assays?
TROY signal inh: -3; NR5A2 inv ag: 0; TLR9-MyD88 inh: -9; SRC1 inh: 8; TWEAK-Fn14 inh: 6; Granule exo inh: -5; NCOA3 inh: 9; SRC2 inh: 4; NR2F2 inh: 12; ABHD5-PLIN5 inh: 1; NOD2-RIPK2 inh: 2

What do the screens show for `c1ccc(CN2CCc3[nH]c4ccccc4c3C2)cc1`?
TROY signal inh: -8; NR5A2 inv ag: 6; TLR9-MyD88 inh: -2; SRC1 inh: 1; TWEAK-Fn14 inh: 10; Granule exo inh: -6; NCOA3 inh: -12; SRC2 inh: -9; NR2F2 inh: -2; ABHD5-PLIN5 inh: 2; NOD2-RIPK2 inh: 0

How did Cc1cc(C(=O)OC(C)C(=O)NC2CCCCC2C)c2ccccc2n1 (stereo not given) do in these assays?
TROY signal inh: -5; NR5A2 inv ag: 7; TLR9-MyD88 inh: 9; SRC1 inh: 3; TWEAK-Fn14 inh: -9; Granule exo inh: 0; NCOA3 inh: 20; SRC2 inh: 0; NR2F2 inh: -3; ABHD5-PLIN5 inh: -2; NOD2-RIPK2 inh: -9

What do the screens show for `Cc1cccc(NC(=O)CSc2nnc(C3CC3)n2CC2CCCO2)c1` (stereo not given)?
TROY signal inh: -4; NR5A2 inv ag: -10; TLR9-MyD88 inh: -2; SRC1 inh: 13; TWEAK-Fn14 inh: 0; Granule exo inh: -8; NCOA3 inh: 2; SRC2 inh: 1; NR2F2 inh: -4; ABHD5-PLIN5 inh: 10; NOD2-RIPK2 inh: 0

How did O=C(COC(=O)c1ccccc1O)NNC(=O)c1ccc(Br)cc1 do in these assays?
TROY signal inh: -22; NR5A2 inv ag: 13; TLR9-MyD88 inh: -2; SRC1 inh: -12; TWEAK-Fn14 inh: -12; Granule exo inh: -2; NCOA3 inh: 12; SRC2 inh: 3; NR2F2 inh: -3; ABHD5-PLIN5 inh: -4; NOD2-RIPK2 inh: -1

What do the screens show for `C=CCNC(=S)/N=c1/ccccn1Cc1ccccc1`?
TROY signal inh: 22; NR5A2 inv ag: 18; TLR9-MyD88 inh: -10; SRC1 inh: 12; TWEAK-Fn14 inh: -1; Granule exo inh: 24; NCOA3 inh: -18; SRC2 inh: 14; NR2F2 inh: -1; ABHD5-PLIN5 inh: -7; NOD2-RIPK2 inh: -7

How did Cc1ccc(S(=O)(=O)N2CCC(Oc3ccc(-n4cnnn4)cc3)CC2)cc1 do in these assays?
TROY signal inh: 4; NR5A2 inv ag: -10; TLR9-MyD88 inh: -15; SRC1 inh: 7; TWEAK-Fn14 inh: -11; Granule exo inh: 1; NCOA3 inh: -18; SRC2 inh: 10; NR2F2 inh: -11; ABHD5-PLIN5 inh: 4; NOD2-RIPK2 inh: -7

How did c1ccc(NCc2cccc3ccccc23)nc1 do in these assays?
TROY signal inh: -11; NR5A2 inv ag: 9; TLR9-MyD88 inh: -7; SRC1 inh: 2; TWEAK-Fn14 inh: -6; Granule exo inh: -4; NCOA3 inh: -19; SRC2 inh: -7; NR2F2 inh: 8; ABHD5-PLIN5 inh: -6; NOD2-RIPK2 inh: -10

What do the screens show for `O=C(N/N=C/c1ccncc1)c1cccc(S(=O)(=O)N2CCCC2)c1`?
TROY signal inh: 5; NR5A2 inv ag: -4; TLR9-MyD88 inh: -7; SRC1 inh: 0; TWEAK-Fn14 inh: 11; Granule exo inh: 18; NCOA3 inh: -12; SRC2 inh: -9; NR2F2 inh: -11; ABHD5-PLIN5 inh: -6; NOD2-RIPK2 inh: -9

Results for CCC1=C2CC[C@H]3C(=O)N(c4ccccc4)C(=O)[C@H]3[C@H]2[C@@]2(C)C(=NCc3ccccc3)OC(=O)N2C1=O ?
TROY signal inh: 0; NR5A2 inv ag: -3; TLR9-MyD88 inh: -1; SRC1 inh: -14; TWEAK-Fn14 inh: 6; Granule exo inh: 16; NCOA3 inh: -1; SRC2 inh: -14; NR2F2 inh: -8; ABHD5-PLIN5 inh: 4; NOD2-RIPK2 inh: -6

Results for CCOc1cc(S(=O)(=O)n2ccnc2)ccc1Br ?
TROY signal inh: -2; NR5A2 inv ag: 20; TLR9-MyD88 inh: -13; SRC1 inh: 16; TWEAK-Fn14 inh: -5; Granule exo inh: 1; NCOA3 inh: -9; SRC2 inh: -1; NR2F2 inh: -3; ABHD5-PLIN5 inh: -4; NOD2-RIPK2 inh: -14

What do the screens show for `N#Cc1ccccc1NS(=O)(=O)c1cc2c3c(c1)CCN3C(=O)CC2`?
TROY signal inh: -25; NR5A2 inv ag: -2; TLR9-MyD88 inh: -17; SRC1 inh: -3; TWEAK-Fn14 inh: -1; Granule exo inh: 1; NCOA3 inh: -4; SRC2 inh: -8; NR2F2 inh: 5; ABHD5-PLIN5 inh: -8; NOD2-RIPK2 inh: 5

What do the screens show for `Cc1cc(C)n2c(SCc3ccc(Br)cc3)nnc2n1`?
TROY signal inh: -27; NR5A2 inv ag: -18; SRC1 inh: -3; TWEAK-Fn14 inh: -31; Granule exo inh: 1; NCOA3 inh: -5; SRC2 inh: -7; NR2F2 inh: 24; ABHD5-PLIN5 inh: 4; NOD2-RIPK2 inh: -3

Results for CCc1ccccc1NC(=O)c1cccc(NC(=O)/C=C/c2ccco2)c1 ?
TROY signal inh: -30; NR5A2 inv ag: -57; TLR9-MyD88 inh: -3; SRC1 inh: -20; TWEAK-Fn14 inh: 10; Granule exo inh: 1; NCOA3 inh: -2; SRC2 inh: -19; NR2F2 inh: -11; ABHD5-PLIN5 inh: 0; NOD2-RIPK2 inh: -5

Results for COc1ccc(-c2[nH]ncc2CN(C)CCCN2CCOCC2)cc1F ?
TROY signal inh: -13; NR5A2 inv ag: 14; TLR9-MyD88 inh: -10; SRC1 inh: 1; TWEAK-Fn14 inh: -1; Granule exo inh: -3; NCOA3 inh: 21; SRC2 inh: -28; NR2F2 inh: 4; ABHD5-PLIN5 inh: -1; NOD2-RIPK2 inh: -1

Results for C[C@@H]1COc2cc(N3CCC[C@H]3CO)ccc2S(=O)(=O)N1 ?
TROY signal inh: 3; NR5A2 inv ag: 12; TWEAK-Fn14 inh: 28; Granule exo inh: -3; SRC2 inh: -10; NR2F2 inh: -12; ABHD5-PLIN5 inh: 6; NOD2-RIPK2 inh: -8

Results for CC1SCC(=NOCc2ccccc2)CS1 (stereo not given) ?
TROY signal inh: -55; NR5A2 inv ag: -26; SRC1 inh: -46; TWEAK-Fn14 inh: -34; Granule exo inh: -3; NCOA3 inh: -43; SRC2 inh: -27; NR2F2 inh: -25; ABHD5-PLIN5 inh: -5; NOD2-RIPK2 inh: -17

Results for COc1cc(C=NNc2nc3c([nH]2)c(=O)n(C)c(=O)n3C)ccc1O ?
TROY signal inh: 3; NR5A2 inv ag: 2; TLR9-MyD88 inh: -8; SRC1 inh: -8; TWEAK-Fn14 inh: 0; Granule exo inh: 2; NCOA3 inh: 2; SRC2 inh: -16; NR2F2 inh: -9; ABHD5-PLIN5 inh: -3; NOD2-RIPK2 inh: 8

How did Cc1ncoc1C(=O)N1CCCC(C(=O)c2ccc(Oc3ccccc3)cc2)C1 (stereo not given) do in these assays?
TROY signal inh: 3; NR5A2 inv ag: 8; TLR9-MyD88 inh: -4; SRC1 inh: -17; TWEAK-Fn14 inh: 3; Granule exo inh: -12; NCOA3 inh: 9; SRC2 inh: 14; NR2F2 inh: 12; ABHD5-PLIN5 inh: -1; NOD2-RIPK2 inh: -4

How did CCC(C)/C(C)=N/NC(=O)c1ccc(CSc2nc3ccccc3s2)cc1 (stereo not given) do in these assays?
TROY signal inh: -55; NR5A2 inv ag: -29; TLR9-MyD88 inh: 2; SRC1 inh: -48; TWEAK-Fn14 inh: 8; Granule exo inh: -3; NCOA3 inh: -34; SRC2 inh: -5; NR2F2 inh: -8; ABHD5-PLIN5 inh: -13; NOD2-RIPK2 inh: -8

Results for CCC(C)c1ccc(NC(=S)NCCn2cc(Cl)cn2)cc1 (stereo not given) ?
TROY signal inh: 19; NR5A2 inv ag: 5; TLR9-MyD88 inh: 3; SRC1 inh: 3; TWEAK-Fn14 inh: 1; Granule exo inh: 4; NCOA3 inh: 2; SRC2 inh: -59; NR2F2 inh: 11; ABHD5-PLIN5 inh: -6; NOD2-RIPK2 inh: 0

A portion of the library, so the mix of outcomes need not match the whole.
